WT yeast gro inh = growth inhibition of WT strain, primary screen, mitochondrial fusion inhibitor project, WT and mutant strains, chemical genetic; mitochondrial fusion phenotypic screen; inhibition, % at 10 µM; 190,000 compounds, 2.1% hits; AID 1362, 2008; in the data active = inhibition above about 58%; tested in S. cerevisiae
bCat nuc transl = modulators of beta-catenin nuclear translocation, primary screen, imaging, HeLa cells, immunofluorescence, high-content; nuclear translocation activity, % at 5 µM; 190,000 compounds, 0.3% hits; AID 1665, 2009;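 active = nuclear translocation activity above 50% at 5 µM, with a well cell count of 50 or more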;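 also: per-cell ratio of nuclear to cytoplasmic median beta-catenin stain intensity; plate controls were DMSO negative control for no effect and GSK-3 inhibitor IX positive control for full effect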
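System: Human HeLa cells, endogenous beta-catenin | Compound dosing: 5 µM primary, 0.02–20 µM confirmation | Timing: 24 h compound exposure at 37°C, 5% CO2 | Measured by: Fluorescence imaging of beta-catenin antibody stain plus DAPI | Read-out basis: % activation of per-cell nuclear versus cytoplasmic median beta-catenin signal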
Dynein cargo inh = inhibitors of GR-EGFP nuclear translocation, primary screen, dynein cargo transport inhibitor project, imaging, high-content, 3617.4 mouse cells | AID 1381, 2008 | 220,000 compounds, 0.47% hits | test concentration mostly 20 µM; stimulated with dexamethasone, 1 µM; hits give low values | z-score, hits read low;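 active = plate z-score of nuclear minus cytoplasmic receptor signal below a set negative limit, without overly bright fluorescence or cell loss, cut at about -3.5 in these data, passing the limit was not always enough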;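 also: z-score of nuclear minus cytoplasmic ring GR-EGFP intensity difference per well; some compounds called inactive have numbers as strong as hits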
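medium = tetracycline-free induction medium containing charcoal-stripped FBS | also added = 1.0 µM final dexamethasone stimulus | schedule = 48 h induction, 1 h compound, 30 min dex at 37 °C | technique = fixed, Hoechst-stained cells imaged at 10x for EGFP | measure = GR-EGFP nuclear translocation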
M17LAP inhibition = P. falciparum M17LAP inhibitors, primary screen, biochemical, fluorogenic H-Leu-NHMec substrate, 1536-well (AID 1619); Leucine aminopeptidase (Plasmodium falciparum (isolate 3D7)); recombinant M17LAP, H-Leu-NHMec fluorogenic kinetic assay; higher % means a stronger effect; inhibition, % at 30 µM; hits with a dose series show IC50 in µM; 220,000 compounds, 0.38% hits;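 active = compound inhibiting the enzyme by more than half at any dose during confirmatory dose-response retesting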;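 also: plate controls were full reaction with DMSO carrier for no effect and no enzyme background for full effect; strong numbers were not always called active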
Yfh1-off respiration = enhancers of respiration in Yfh1-depleted yeast, dose response, Friedreich's ataxia, plus single-dose screen (AID 1465). fold induction at 50 µM; hits with a dose series show EC50 in µM. S. cerevisiae Yfh1-off respiration, WST-1 reduction, 72 h; higher fold induction means a stronger effect. 220,000 compounds, 0.074% hits;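 active = fold induction of absorbance versus untreated yeast above a set limit, then at least 30% activation at any dose in follow-up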;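 also: activators that raise dye reduction in frataxin-depleted yeast; strong numbers were not always called active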
T cell modulator = modulators of CD8 T cell-vesicle binding, primary screen, mouse 2C CD8+ T cells, flow cytometry | AID 2052, 2009 | 2C CD8+ T cell-vesicle binding; hits give low values | calls only at 7 µM | 330,000 compounds, 0.068% hits;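 active = response, share of CD8 T cells binding vesicles, and their 90th percentile fluorescence all below set limits, cut at about 80% in these data, passing the limit was not always enough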
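Material: 2C TCR transgenic mouse naive CD8+ T cells, MACS-purified. Also added: QL9-charged Drosophila Ld/ICAM-1/B7-1 vesicles. Timing: binding 1.5 h at 37 °C. Measured by: high-throughput flow cytometry with anti-B7-1 and anti-CD8 staining. Read-out: percent CD8+ FL2 mean versus row control. Controls: Unloaded micro-vesicles (low), QL9 vesicles with 0.7% DMSO (high).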
P. falciparum M1AAP = P. falciparum M1AAP inhibitors, biochemical, fluorogenic H-Leu-NHMec substrate, 1536-well (AID 1445). recombinant M1AAP, H-Leu-NHMec fluorogenic kinetic assay; higher % means a stronger effect. inhibition, % at 30 µM, or IC50 in µM where a hit was titrated. 220,000 compounds, 0.42% hits;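 active = primary inhibition above the hit cutoff, then over 50% inhibition at one or more dose response concentrations, cut at about 23% in these data, passing the limit was not always enough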;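 also: plate controls were DMSO full reaction for no effect and no enzyme background for full effect; strong numbers were not always called active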
MT stabilizer = microtubule stabilizers in HeLa cells, primary screen, imaging, high-content imaging; 200,000 compounds, 0.83% hits; HeLa tubulin immunostaining HCS, 24 h; share of cells brighter than vehicle mean+2SD; % tubulin-high responders, % at 10 µM; AID 2205, 2009;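 active = plate Z-score above 3 for both tubulin-high and condensed-nucleus cell shares, with cell loss under 80%, at 10 µM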;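 also: anti alpha tubulin signal scored within the nucleus-defined area of each cell; some results filed as inactive read as strong as hits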
Autophagy HCS = autophagy modulators in MEF cells, primary screen, imaging, high-content, MEF GFP-LC3; 190,000 compounds, 0.98% hits; MEF GFP-LC3 puncta imaging; test concentration mostly 10 µM; calls only at 10 µM (by protocol);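 active = percentage of spot-positive cells more than 3 SD above its plate mean, without a fluorescence outlier flag or 80% toxicity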;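 also: spot-positive cell cutoff set from DMSO-treated cells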
WT yeast gro inh mutant strain = further read-out of WT yeast gro inh, marked with its call; inhibition, %; mitochondrial fusion phenotypic screen, mutant strain inhibition
Dynein cargo inh cytoplasmic EGFP = second read-out of Dynein cargo inh, no call of its own (marks repeat the call); z-score; measured here: cytoplasmic GR-EGFP intensity; hits give high values
Dynein cargo inh nuclear GR-EGFP = second read-out of Dynein cargo inh, no call of its own (marks repeat the call); z-score; measured here: nuclear GR-EGFP intensity;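 lower value marks the stronger effect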
Dynein cargo inh cell count = recorded beside Dynein cargo inh, whose call it bears; z-score; measured here: cell count per field
bCat nuc transl cell count 5 µM = second read-out of bCat nuc transl, no call of its own (marks repeat the call); cell count; measured here: cell count, cytotoxicity flag
T cell modulator vesicle-bound % = second read-out of T cell modulator, no call of its own (marks repeat the call); double positive events, %; measured here: CD8+ vesicle-bound cell fraction;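 binding gate set so that unloaded-vesicle control wells show 10% double positive cells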
MT stabilizer Hoechst-high % = recorded beside MT stabilizer, whose call it bears; % Hoechst-high responders; measured here: nuclear condensation Hoechst responders;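 share of cells brighter than vehicle mean plus two SD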
MT stabilizer cytotoxicity % = also measured in MT stabilizer; calls as there; toxicity, %; measured here: cytotoxicity by cell density;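 0% = mean cell density of plate MIN control wells and 100% = no cells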
Autophagy HCS cell loss 18 h = also measured in Autophagy HCS; calls as there; toxicity, %; measured here: cell loss, nuclei count;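 cell loss after 18 h compound exposure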
* = called active by the depositor; i = inactive; . = not tested or not shown.

Order of values – WT yeast gro inh	WT yeast gro inh mutant strain	bCat nuc transl	bCat nuc transl cell count 5 µM	Dynein cargo inh	Dynein cargo inh cytoplasmic EGFP	Dynein cargo inh nuclear GR-EGFP	Dynein cargo inh cell count	M17LAP inhibition	Yfh1-off respiration	T cell modulator	T cell modulator vesicle-bound %	P. falciparum M1AAP	MT stabilizer	MT stabilizer Hoechst-high %	MT stabilizer cytotoxicity %	Autophagy HCS	Autophagy HCS cell loss 18 h
FC(F)Oc1ccc(NC(=S)NCCc2ccccn2)cc1
 : 9	21	4.4	462	-0.87	-0.26	-0.5	0.73	-3%	i	i	50	2%	2.7	1.9	6.5	i	-2
COC(=O)C(Cc1ccccc1)P(=O)(c1ccccc1)c1ccccc1 (stereo unspecified)
 : -16	-29	-3.6	477	-0.81	-0.28	-0.72	0.3	8%	i	i	46	6%	3.0	3.2	2.4	i	3
Cc1cccc(NC(=O)C2CC(=O)n3cnnc3S2)c1 (stereo unspecified)
 : -13	-5	2.5	1124	-0.31	0.21	0.18	0.13	14%	i	i	46	0%	0.8	1.3	4.1	i	-7
Cc1cc(=O)c2cc(C(=O)c3ccccc3)ccc2[nH]1
 : .	.	0.0	1297	-0.99	-0.75	-0.36	0.65	1%	i	i	52	15%	.	.	.	.	.
CCOC(=O)C1=C(C)NC(=O)CC1c1cc(OC)c(OC)cc1Br (stereo unspecified)
 : 6	9	-0.7	996	-0.21	-0.14	0.025	0.6	-1%	i	i	31	-2%	2.0	1.7	4.6	i	10
Cc1nc(CC(=O)c2ccc(O)c(C)c2O)cs1
 : .	.	-1.7	1472	3.2	-0.18	2.5	-2.1	21%	i	i	53	2%	.	.	.	.	.
CCN(CC)C(=S)NC(=O)C12CC3CC(CC(C3)C1)C2
 : 5	10	-1.9	989	-0.88	-0.37	-0.24	1.4	.	i	i	23	.	3.0	1.5	10.0	i	46
O=C1c2ccccc2C(=O)N1CCc1ccccn1
 : -8	-10	-1.3	1089	-0.44	-0.27	-0.46	0.054	3%	i	i	13	9%	3.3	1.0	5.2	i	-6
CC(C)Cc1nc(N2CCOCC2)c(C#N)c2c1CCC2
 : 1	3	-2.8	891	-1.2	-0.35	-1.2	0.41	0%	i	i	36	4%	5.6	2.4	1.7	i	-14
CCOC(=O)c1c(C)noc1-c1ccco1
 : .	.	-2.2	1189	-0.0052	-0.12	0.00026	-0.024	4%	i	i	28	3%	.	.	.	.	.
CS(=O)(=O)N1CCC(Oc2ccccc2C(=O)NC(C2CC2)C2CC2)CC1
 : -21	-7	0.7	1053	0.85	-0.26	0.45	0.42	0%	i	i	42	2%	2.5	2.0	11	i	-12
Cc1nc2ccccc2c(=O)n1/N=C/c1ccco1
 : -9	1	-2.0	969	-0.52	-0.3	0.2	0.35	-1%	i	i	17	10%	4.5	2.4	20	i	-9
COc1ccc(NC(=O)CN(C)CC(=O)Nc2ccccc2SC)cc1
 : -13	-8	-0.5	1098	0.62	-0.28	0.43	-0.38	6%	i	i	33	-2%	4.3	2.5	11	i	30
O=C(Nc1ccccc1)C1CCCN(S(=O)(=O)c2ccc(-n3cnnn3)cc2)C1 (stereo unspecified)
 : -1	0	-4.7	1185	0.97	-0.18	0.33	-0.45	8%	i	i	36	4%	1.4	1.3	9.3	i	6
COc1ccc(NC(=O)CSc2nc3c(cc2C#N)CN(C)CC3)cc1
 : -12	-12	-0.6	1040	.	.	.	.	10%	i	i	28	4%	.	.	.	.	.

Order of values – WT yeast gro inh	WT yeast gro inh mutant strain	bCat nuc transl	bCat nuc transl cell count 5 µM	Dynein cargo inh	Dynein cargo inh cytoplasmic EGFP	Dynein cargo inh nuclear GR-EGFP	Dynein cargo inh cell count	M17LAP inhibition	Yfh1-off respiration	T cell modulator	T cell modulator vesicle-bound %	P. falciparum M1AAP	MT stabilizer	MT stabilizer Hoechst-high %	MT stabilizer cytotoxicity %	Autophagy HCS	Autophagy HCS cell loss 18 h
N#CC1(NC(=O)CN2CCN(S(=O)(=O)c3ccccc3F)CC2)CCCC1
 : .	.	1.5	1348	-0.39	-0.21	-0.21	0.58	-4%	i	i	29	0%	.	.	.	.	.
COC(=O)C1=C(C)NC(C)=C(C(=O)OC)C1/C=C/c1ccccc1
 : -12	8	-1.3	1036	-0.23	-0.21	-0.24	0.43	-4%	i	i	55	4%	2.7	2.6	9.8	i	5
Cc1onc(-c2ccccc2)c1C(=O)Nc1sc2c(c1C(N)=O)CCC2
 : 33	18	-1.5	1408	-0.39	-0.38	-0.17	-0.16	11%	i	i	26	14%	12	7.0	14	i	7
C/C(=N/NC(=O)c1sc(NS(=O)(=O)c2ccccc2)nc1C)c1ccccc1
 : 2	0	-2.3	1114	-0.32	-0.28	-0.056	0.22	18%	i	i	62	19%	2.4	1.9	6.3	i	-1
Cc1ccc(C=Nc2cccnc2N)cc1
 : 20	9	-0.2	502	0.75	-0.2	1.2	-0.52	-4%	i	i	56	2%	2.3	1.6	1.3	i	39
O=C(O)COCC(=O)Nc1ccc(Oc2ncnc3cc(Cl)ccc23)nc1
 : .	.	-0.1	1338	0.59	-0.16	1.4	-1.1	16%	i	i	39	9%	.	.	.	.	.
CC1CCCCN1C(=O)Cc1ccc(Cl)cc1 (stereo unspecified)
 : -12	-2	.	.	0.14	-0.23	-0.13	-0.66	47%	i	i	56	5%	3.3	2.7	6.0	i	0
COc1ccc(OCC(O)CN2CCN(c3ccccc3)CC2)cc1 (stereo unspecified)
 : 13	7	-4.0	1025	2.8	-0.057	1.9	-1.6	-15%	i	i	44	-1%	1.4	1.4	1.4	i	10
COc1ccc(CC(=O)Nc2ccc3c(C)cc(=O)oc3c2)cc1OC
 : -8	-8	2.6	1029	0.48	-0.21	0.81	-1.2	-13%	i	i	6	6%	2.0	2.0	6.7	i	-4
O=S(=O)(NCC(O)COCc1ccco1)c1cccs1 (stereo unspecified)
 : 5	-7	-0.6	1182	.	.	.	.	11%	i	i	19	11%	.	.	.	.	.
COc1ccc(CCN(CC(=O)NC(C)(C)C)C(=O)Cn2nnc(-c3ccc(C)o3)n2)cc1OC
 : 0	1	2.5	1091	0.049	-0.099	0.055	-0.17	3%	i	i	62	6%	2.0	1.5	8.6	i	6
Nc1nnc(CSCc2ccccc2)s1
 : 2	5	-1.6	1430	0.43	-0.43	0.58	-0.34	-7%	i	i	41	1%	3.6	1.7	14	i	1
COc1ccccc1N1CCN(C(=O)CSc2nc(C)c(C)c(=O)[nH]2)CC1
 : 6	3	-0.3	1080	1.3	-0.16	0.95	-0.77	2%	i	i	14	7%	3.4	1.1	6.8	i	16
Clc1ccc(-n2ncc3c(NCC4CCCO4)ncnc32)cc1 (stereo unspecified)
 : 8	6	-1.2	1096	-0.33	-0.11	0.067	-0.21	-4%	i	i	32	4%	35	20	57	i	14

Sorted by value in Dynein cargo inh nuclear GR-EGFP (ascending): 4 of the compounds above
| mol | WT yeast gro inh mutant strain | Dynein cargo inh | Dynein cargo inh cytoplasmic EGFP | Dynein cargo inh nuclear GR-EGFP | Dynein cargo inh cell count | M17LAP inhibition | T cell modulator | T cell modulator vesicle-bound % | P. falciparum M1AAP | MT stabilizer Hoechst-high % |
| --- | --- | --- | --- | --- | --- | --- | --- | --- | --- | --- |
| N#CC1(NC(=O)CN2CCN(S(=O)(=O)c3ccccc3F)CC2)CCCC1 | . | -0.39 | -0.21 | -0.21 | 0.58 | -4% | i | 29 | 0% | . |
| COc1ccc(CC(=O)Nc2ccc3c(C)cc(=O)oc3c2)cc1OC | -8 | 0.48 | -0.21 | 0.81 | -1.2 | -13% | i | 6 | 6% | 2.0 |
| COc1ccccc1N1CCN(C(=O)CSc2nc(C)c(C)c(=O)[nH]2)CC1 | 3 | 1.3 | -0.16 | 0.95 | -0.77 | 2% | i | 14 | 7% | 1.1 |
| Cc1ccc(C=Nc2cccnc2N)cc1 | 9 | 0.75 | -0.2 | 1.2 | -0.52 | -4% | i | 56 | 2% | 1.6 |

Two entries drawn at random from the list so far, as already listed:
Order of values – WT yeast gro inh	WT yeast gro inh mutant strain	bCat nuc transl	bCat nuc transl cell count 5 µM	Dynein cargo inh	Dynein cargo inh cytoplasmic EGFP	Dynein cargo inh nuclear GR-EGFP	Dynein cargo inh cell count	M17LAP inhibition	Yfh1-off respiration	T cell modulator	T cell modulator vesicle-bound %	P. falciparum M1AAP	MT stabilizer	MT stabilizer Hoechst-high %	MT stabilizer cytotoxicity %	Autophagy HCS	Autophagy HCS cell loss 18 h
COc1ccccc1N1CCN(C(=O)CSc2nc(C)c(C)c(=O)[nH]2)CC1
 : 6	3	-0.3	1080	1.3	-0.16	0.95	-0.77	2%	i	i	14	7%	3.4	1.1	6.8	i	16
O=C(O)COCC(=O)Nc1ccc(Oc2ncnc3cc(Cl)ccc23)nc1
 : .	.	-0.1	1338	0.59	-0.16	1.4	-1.1	16%	i	i	39	9%	.	.	.	.	.

From PubChem
